# Plk1 PBD FP: Plk1 polo box domain binding inhibitors, primary screen, biochemical, fluorescence polarization | Plk1 PBD phosphopeptide binding | Serine/threonine-protein kinase PLK1 (Homo sapiens), P53350 | actives 0.13% (n = 97,000) | inhibition, %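 (tested at about 20 µM)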 | AID 693, 2007; in the data active means inhibition above about 34%, passing the limit was not always enough
# PLK1 kinase inh: human PLK1 kinase inhibitors, primary screen, biochemical, TR-FRET. recombinant PLK1 kinase, TR-FRET peptide phosphorylation. Serine/threonine-protein kinase PLK1 (Homo sapiens), P53350. AID 619, 2007. inhibition, % at 10 µM. actives 0.53% (n = 97,000);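 active means inhibition of 50% or more in the single-concentration screen; inactive means inhibition below 50%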;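 further: 0% = DMSO max control and 100% = H-89 dihydrochloride min control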
# HIV Rev-RRE inh: HIV-1 Rev-RRE binding inhibitors, primary screen, biochemical, FRET, protein-RNA interaction; P05866; Rev peptide-RRE RNA binding; inhibition, % at 8 µM; actives 0.79% (n = 97,000); AID 704, 2007;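 active means inhibition above the screen-wide mean plus 3 SD, cut at about 35% in these data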;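 further: 0% = median DMSO wells and 100% = median Neomycin B control wells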
# Target sequence (P05866 whole entry, looked up): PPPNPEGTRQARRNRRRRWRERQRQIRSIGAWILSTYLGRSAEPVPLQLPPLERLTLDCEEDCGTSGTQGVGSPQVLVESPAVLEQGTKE
#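 Probe or stimulus: fluorescein-Rev peptide as binding partner; assay system: Cy5-tagged RRE RNA duplex with fluorescein-tagged Rev peptide; timing: 5 min compound–RNA preincubation, then 15 min with peptide, 25 °C; medium: HEPES pH 7.5 buffer with KCl, MgCl2, NaCl and EDTA; signal: fluorescein-to-Cy5 FRET, 480 nm excitation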
# CYP2C19 act: human CYP2C19 activators, primary screen, biochemical, luminescence; AID 1025, 2008; Cytochrome P450 2C19 (Homo sapiens), P33261; recombinant CYP2C19, luciferin-H EGE luminescence; stronger effect = higher value; 0 = fully inhibited enzyme, 1 = untreated enzyme; 96,000 tested, under 10 active; activation factor at 5 µM;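 active means activation factor of at least 2 at 5 µM in the primary screen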;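 further: 0 = wells with 2.5 mM tranylcypromine and 1 = vehicle-only wells; values of inactives mirror those of a sister screen read the other way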
# CYP2C19 inhib: blockers of cytochrome P450 2C19 activity – biochemical, luminescence, ADME assay, primary screen; inhibition, % at 5 µM; AID 778, 2007; P33261; CYP2C19 Supersomes, luciferin-H EGE luminescence, 30 min; actives 21% (n = 96,000);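 active means CYP2C19 inhibition above a set limit at 5 µM in the primary screen, cut at about 50% in these data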;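 further: plate controls were negative control wells for no effect and 2.5 mM tranylcypromine positive control for full effect; values of inactives mirror those of a sister screen read the other way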
# CYP2C9 inhib: blockers of cytochrome P450 2C9 activity – biochemical, luminescence, ADME assay, primary screen; inhibition, % at 5 µM; CYP2C9 Supersomes, luciferin-H conversion; actives 20% (n = 96,000); AID 777, 2007;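 active means blocking of liver enzyme CYP2C9 beyond about 50% at 5 µM, limit read from the data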; further: values of inactives mirror those of a sister screen read the other way
# PLAP act: PLAP enzyme activators, biochemical, luminescence, HTS. actives 1.2% (n = 96,000). Alkaline phosphatase, placental type (Homo sapiens), P05187. activation fold at 20 µM. purified PLAP enzyme, luminescent substrate read-out; stronger effect = higher value; in the data active means activation fold above about 2
# Target sequence (P05187 whole entry, looked up): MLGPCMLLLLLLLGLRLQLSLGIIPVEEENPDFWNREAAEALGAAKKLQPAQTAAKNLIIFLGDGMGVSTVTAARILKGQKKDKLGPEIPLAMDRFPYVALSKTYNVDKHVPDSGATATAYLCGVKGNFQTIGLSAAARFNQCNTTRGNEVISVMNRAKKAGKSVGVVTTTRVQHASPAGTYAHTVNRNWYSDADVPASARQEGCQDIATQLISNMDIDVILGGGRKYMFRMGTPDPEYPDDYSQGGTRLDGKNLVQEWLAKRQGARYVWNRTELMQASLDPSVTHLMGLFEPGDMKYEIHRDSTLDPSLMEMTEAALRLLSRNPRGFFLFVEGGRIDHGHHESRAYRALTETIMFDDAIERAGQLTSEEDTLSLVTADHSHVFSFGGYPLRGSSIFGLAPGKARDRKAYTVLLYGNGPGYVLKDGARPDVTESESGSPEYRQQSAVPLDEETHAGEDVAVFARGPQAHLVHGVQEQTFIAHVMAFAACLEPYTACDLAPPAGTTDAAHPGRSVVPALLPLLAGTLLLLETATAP
# CYP2C9 activ: human CYP2C9 activators, primary screen, biochemical, luminescence; Cytochrome P450 2C9 (Homo sapiens), P11712; recombinant CYP2C9, luciferin-H conversion; stronger effect = higher value; factor 1 = untreated enzyme, 0 = blocked; activation factor at 5 µM; actives 1.4% (n = 96,000); AID 1024, 2008;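 active means activation factor of 2 or more for CYP2C9 at a 5 µM dose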;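 further: 0 = sulfaphenazole-blocked wells and 1 = vehicle-only wells; values of inactives mirror those of a sister screen read the other way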
# EphB4 antag: EphB4-ephrin-B2 interaction antagonists, primary screen, biochemical, TNYL-RAW peptide probe, fluorescence polarization; inhibition, % at 7 µM; EphB4 LBD / TNYL-RAW-Alexa532 peptide; AID 720, 2007; actives 0.15% (n = 97,000);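 active means inhibition above the screen-wide mean inhibition plus 3 SD, cut at about 15% in these data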;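 further: 0% = DMSO wells and 100% = excess unlabeled TNYL-RAW peptide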
# Active calls of the source: *; . = no result given.
cpd	mol	CYP2C9 activ	PLAP act	CYP2C19 inhib	Plk1 PBD FP	HIV Rev-RRE inh	CYP2C19 act	EphB4 antag	CYP2C9 inhib	PLK1 kinase inh
1	Fc1ccccc1N1CCN(Cc2ccc3c(c2)OCO3)CC1	1	0.8	27	.	.	0.7	.	4	.
2	CC(=Nc1ccc2c(c1)CCC2)c1c(O)n(C)c(=O)n(C)c1=O	0.9	1	5	.	.	1	.	6	.
3	O=[P+](Cc1ccccc1)Cc1ccccc1	1	0.8	42	13	5	0.6	0	5	-4
4	Cc1nc2nc(C)c(CCC(=O)N3CCC4(CC3)OCCO4)c(C)n2n1	1	1	0	1	9	1	3	4	6
5	CC(NCc1ccc(Cl)c(Cl)c1)C(O)c1ccccc1 (stereo not drawn)	0.6	1.6	100*	15	4	0	-3	42	5
6	Cc1cc(N2C(=O)C3CCCN3C2c2ccc(Cl)c(Cl)c2)no1 (stereo not drawn)	0.6	1	12	-4	-1	0.9	-13	41	-10
7	CCOC(=O)N1CCN(C(C)C(=O)c2c[nH]c3ccccc23)CC1 (stereo not drawn)	0.2	1.3	92*	11	7	0.1	1	84*	-8
8	Cc1nc2c(-c3ccccc3)c(C)nn2c(C)c1CCC(=O)N1CCC2(CC1)OCCO2	.	.	.	16	3	.	-1	.	-14
9	O=C(Oc1c(Cl)cc(Cl)c2ccccc12)N1CCCCC1	1.8	0.9	-14	-15	20	1.1	-2	-77	-12
10	O=C1C2CCCN2C(c2cccnc2)N1c1ccc(Cl)cc1 (stereo not drawn)	0.7	1.1	18	3	6	0.8	-4	26	12
11	Cc1noc(C)c1C(=O)N1CCC2(CC1)OCCO2	1	0.9	16	-27	4	0.8	-1	2	-3
12	O=c1[nH]c(=S)n(CCC2=CCCCC2)c(O)c1C=NC1CCN(Cc2ccccc2)CC1	0.6	1.5	29	-21	14	0.7	-3	40	-13
13	CCCCn1c(N)c(C(=O)NCCN2CCOCC2)c2nc3ccccc3nc21	0.9	2.3*	-5	5	3	1	-1	14	-9
14	Cc1cc(N2C(=O)C3CCCN3C2c2ccccc2)no1 (stereo not drawn)	1.1	1.1	-13	-5	3	1.1	0	-6	2
15	N=C1c2ccccc2CN1NC(=O)c1ccc(Cl)cc1	1	1.1	22	9	7	0.8	-1	-1	-11
16	O=C(c1cc(S(=O)(=O)N2CCCCC2)ccc1F)N1CCC2(CC1)OCCO2	0.8	1.1	3	-11	5	1	5	22	2
17	C=Cn1ccnc1P(=S)(c1cc(N(CC)CC)ns1)c1nccn1C=C	0.9	1.6	19	-7	4	0.8	0	13	1
18	Cc1ccc(C)c(NC(=O)CSc2nnc([C@@H](N)Cc3c[nH]c4ccccc34)o2)c1	0.8	1.8	43	.	.	0.6	.	22	.
19	COc1ccc(-n2c(SC)nc3ccccc3c2=O)cc1	0.9	0.9	18	24	2	0.8	-5	12	-2
20	CC(C)Sc1nnc([C@@H](N)Cc2c[nH]c3ccccc23)o1	0.8	1.3	77*	-28	6	0.2	3	18	0
21	CC(=NCc1ccc2c(c1)OCO2)c1c(O)[nH]c(=O)[nH]c1=O	1.1	0.9	-14	11	6	1.1	-3	-12	1
22	O=c1c2ccccc2nc(-c2ccco2)n1-c1ccccn1	1	1	-6	-7	3	1.1	-12	-3	-15
23	Cc1nc2c(-c3ccc(F)cc3)c(C)nn2c(C)c1CCC(=O)N1CCC2(CC1)OCCO2	1	1.7	41	.	.	0.6	.	2	.
24	Cc1ccc(CN2C(=O)NC(=O)C3(Cc4c(nc5ccccn5c4=O)N4CCCCCC43)C2=O)cc1 (stereo not drawn)	0.7	1.3	1	18	2	1	8	27	-5
25	Nc1c(C(=O)OCc2ccccc2)c2nc3ccccc3nc2n1Cc1cccs1	1	1	-14	-15	15	1.1	0	1	3
26	CCOC(=O)c1c(-c2ccc(OC)cc2)oc2ccc(OC(=O)N(C)C)cc12	0.8	1.3	13	-12	8	0.9	3	20	-8
27	O=C(COC(=O)Cc1ccccc1)NC12CC3CC(CC(C3)C1)C2	0.8	1	27	5	5	0.7	-1	17	-4
28	CCc1nnc(NC(=O)CCc2nc(C3=CCN(C)CC3)no2)s1	0.9	1.2	5	-28	6	1	5	6	-5
29	COc1ccc(C(=O)C(C)(C)NO)cc1	0.9	1.2	3	10	9	1	4	11	-11
30	CN1C(=O)C(C2c3ccccc3C(=O)N2Cc2ccc([N+](=O)[O-])cc2)C(=O)N(C)C1=O (stereo not drawn)	0.9	0.8	-2	-9	5	1	0	7	-13
31	O=C(COc1ccc(Cl)cc1)NC1CN2CCC1CC2 (stereo not drawn)	1.1	0.9	-20	-11	9	1.2	3	-7	-3
32	CN(C)C(=O)Oc1ccc(OC(=O)c2ccccc2)cc1	1.6	0.9	33	-1	-4	0.7	1	-61	-8
33	N/C(=N\N=C/c1ccc(-c2ccc(O)c(C(=O)O)c2)o1)N[N+](=O)[O-]	0.8	0.8	-6	18	-11	1.1	-4	23	43
34	CN(C)CC1CSCCC1(O)c1cccc(Cl)c1 (stereo not drawn)	.	.	.	-4	7	.	0	.	0
35	CCOC(=O)c1ccc(N2C(=O)CC(N3CC=C(c4ccc(F)cc4)CC3)C2=O)cc1 (stereo not drawn)	0.4	1.7	37	-2	25	0.6	-2	64*	-5
36	Cc1sc2ncn(CC(=O)NCCCC(=O)N3CCC4(CC3)OCCO4)c(=O)c2c1C	0.9	1	49	-15	1	0.5	2	13	12
37	Cc1cc(OC(=O)CCNC(=O)OC(C)(C)C)c2c3c(c(=O)oc2c1)CCC3	0.7	1	29	-6	8	0.7	2	29	-2
38	COCCOC(=O)C1=C(C)OC(N)=C(C(=O)OC)C12C(=O)Nc1ccccc12 (stereo not drawn)	1	1.1	5	-4	-1	0.9	-5	2	-3
39	COCCCn1c(N)c(C(=O)Nc2sc3c(c2C(=O)OC)CCCC3)c2nc3ccccc3nc21	0.9	1.1	4	16	4	1	-3	12	-8
40	Cc1c(NC(=O)C(C)OC(=O)Cc2ccccc2)c(=O)n(-c2ccccc2)n1C (stereo not drawn)	1.1	1.1	-9	35	7	1.1	-2	-6	-16
41	Cc1nn(C)c(C)c1P(=S)(c1c(C)nn(C)c1C)N(C)C	1	0.8	6	18	7	0.9	5	2	-5
42	CCOc1ccccc1-n1c(O)c(C=Nc2ccc(N(CC)CC)cc2)c(=O)[nH]c1=O	0.9	1.4	33	.	.	0.7	.	8	.
43	CCC(C)C1N=C(c2ccccc2)c2cc(Cl)ccc2N(CC(=O)NCc2ccco2)C1=O (stereo not drawn)	1	1.2	-9	6	11	1.1	4	-3	-9
44	CN(C)CCN=Cc1c(O)n(CCC2=CCCCC2)c(=O)[nH]c1=O	0.8	1.1	28	23	3	0.7	-2	16	4
45	Cn1cc(C(=O)N2CCC3(CC2)OCCO3)c2c3ccccc3n(C)c2c1=O	0.9	1.2	10	4	3	0.9	1	8	-7
46	Cn1c(O)c(C=NCCc2c[nH]c3ccccc23)c(=O)n(C)c1=O	1	1	-9	-8	2	1.1	-4	0	-11
47	C=CCn1c(O)c(C(C)=NCCN2CCCCC2)c(=O)[nH]c1=O	0.7	1	9	10	14	0.9	2	32	-3
48	Cc1ccc(Cn2nnnc2CN2CCC(n3nnc4cc(C)ccc43)CC2)cc1	0	1.7	91*	.	.	0.1	.	96*	.
49	COc1cc(CN2CCN(c3cc(C)ccc3C)CC2)ccc1O	0.7	1.6	56*	12	1	0.4	-3	33	-13
50	Cc1cccc(CN(C)C)c1OC(=O)N(C)C	1.2	1.3	2	-21	6	1	-9	-17	0
51	CC1=C(C(=O)OC(C)C)[C@]2(C(=O)N(CC(N)=O)c3ccccc32)C(C#N)=C(N)O1	.	.	.	-6	1	.	2	.	-9
52	CCC(=O)CC(c1ccc([N+](=O)[O-])cc1)c1c(O)c2ccccc2oc1=O (stereo not drawn)	0.2	1	1	7	1	1	1	76*	-10
53	CC(=NCc1cccnc1)c1c(O)n(Cc2ccccc2)c(=O)[nH]c1=O	.	.	.	0	-6	.	-6	.	8
54	CN1CCC(O)(c2ccccc2)C(C(=O)c2ccccc2)C1 (stereo not drawn)	1.1	1	6	.	.	0.9	.	-8	.
55	CCn1c(O)c(C=Nc2ccc(N3CCOCC3)c(Br)c2)c(=O)n(CC)c1=S	1.1	1.2	21	-35	27	0.8	0	-6	-6
56	N#Cc1cc(F)c(N2CCNCC2)cc1Cl	0.9	0.8	-2	24	-4	1	2	10	3
57	O=c1c2ccccc2nc(CSc2ncnc3nc[nH]c23)n1-c1ccccc1Cl	.	.	.	9	4	.	-6	.	-5
58	COc1cc(OC)c(OC)cc1CNC(C)C(O)c1ccccc1 (stereo not drawn)	1.2	1	67*	.	.	0.3	.	-16	.
59	CCOC(=O)c1c(N)n(CCN2CCOCC2)c2nc3ccccc3nc12	0.7	1.1	13	1	7	0.9	-1	26	-10
60	O=C(COc1ccc2ccccc2c1)N1CCN(CC2CC3C=CC2C3)CC1 (stereo not drawn)	0.7	1.1	15	16	-1	0.9	-2	27	-2

# (listing goes on)
cpd	mol	CYP2C9 activ	PLAP act	CYP2C19 inhib	Plk1 PBD FP	HIV Rev-RRE inh	CYP2C19 act	EphB4 antag	CYP2C9 inhib	PLK1 kinase inh
61	Cc1cc(OCC(=O)NC2CCS(=O)(=O)C2)c2c3c(c(=O)oc2c1)CCC3 (stereo not drawn)	0.8	1	9	.	.	0.9	.	24	.
62	CCCC1=C(C(=O)OCC)C2(C(=O)Nc3ccc(C)cc32)C(C#N)=C(N)O1 (stereo not drawn)	0.5	1.5	62*	-17	0	0.4	-5	51*	-10
63	CC(=O)c1ccc2c(c1)C1C(Cl)C(Sc3ccccc3[N+](=O)[O-])CC1C(c1ccccc1)N2 (stereo not drawn)	0.3	0.9	44	16	-2	0.6	6	74*	7
64	COc1ccc(CCN(C)Cc2ccncc2)cc1OC	0.3	1.2	82*	-11	7	0.2	-4	67*	-6
65	Fc1cccc(CCNCc2ccccn2)c1	1	0.9	14	-25	2	0.9	1	-2	-7
66	CCn1c(C)c(C(=O)O)c2cc(OC)ccc21	1.1	0.9	38	-15	5	0.6	2	-8	-16
67	CCn1ncc(/C=C2/CC3C4CC=C5CC(O)CCC5(C)C4CCC3(C)C2=O)c1C (stereo not drawn)	.	.	.	0	2	.	-11	.	-11
68	CCOc1ccccc1-n1c(O)c(C=NCc2ccc3c(c2)OCO3)c(=O)[nH]c1=O	0.9	1.8	15	16	-2	0.9	-10	14	-2
69	O=C(c1ccncc1)C12CN3CN(CN(C3)C1)C2	0.9	0.8	2	8	9	1	0	7	-8
70	CCOP(=S)(OCC)SCOC(=O)NCC(=O)OC	0.3	1	96*	.	.	0	.	71*	.
71	CCC(=NCc1cccnc1)c1c(O)n(C2CCCCC2)c(=O)[nH]c1=O	0.2	1.2	98*	5	8	0	3	83*	4
72	Cc1ccc2occ(CN3CC4CC(C3)c3cccc(=O)n3C4)c(=O)c2c1 (stereo not drawn)	0.5	1.2	30	.	.	0.7	.	47	.

# The list is partial, so the mix of outcomes need not match the whole.
